DT40 TDP1 CPT – DT40-hTDP1 cell growth loss with CPT; 420,000 tested, 12% active; chicken DT40 Tdp1-/-;hTDP1 cells + 20 nM CPT, ATP luminescence, 48 h; AID 686979; Potency, µM (top dose mostly 46.2 µM), for inactives: at the top dose activity change, negative = growth inhibition, most hits filed as inhibitors; note: nearly all actives have a fitted effect of over 55% in size
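Cell growth measured by CellTiter-Glo luminescence after a minimum 48 h, 37 C compound exposure with 20 nM CPT in Tdp1-knockout DT40 cells stably expressing hTDP1, seeded 400/well; qHTS titration format.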
DT40 TDP1 no CPT – qHTS for Inhibitors of human tyrosyl-DNA phosphodiesterase 1 (TDP1): qHTS in cells in absence of CPT. DT40 Tdp1-/- hTDP1 cells, no CPT, ATP luminescence, 48 h. Potency, µM (top dose mostly 46.2 µM), without a hit: top-dose activity change, negative = growth inhibition, usual class: inhibitors. 420,000 tested, 15% active; note: nearly all actives have a fitted effect of over 55% in size
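DT40 Tdp1-/-;hTDP1 cells, no CPT (DMSO vehicle only), 400 cells/well; compounds pin-transferred; ≥48 hr, 37 °C; CellTiter-Glo 30 min RT dark, luminescence read.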
TDP1 block – TDP1 (human) enzyme inhibition; 350,000 tested, 0.28% active; Q9NUW8; recombinant TDP1, AlphaScreen DNA substrate cleavage; AID 485290; Potency, µM (series often up to 130 µM), for inactives: top-dose activity change, negative = inhibition, most hits filed as inhibitors; note: nearly all actives have a fitted effect of over 40% in size
Target sequence (Q9NUW8 whole entry, looked up): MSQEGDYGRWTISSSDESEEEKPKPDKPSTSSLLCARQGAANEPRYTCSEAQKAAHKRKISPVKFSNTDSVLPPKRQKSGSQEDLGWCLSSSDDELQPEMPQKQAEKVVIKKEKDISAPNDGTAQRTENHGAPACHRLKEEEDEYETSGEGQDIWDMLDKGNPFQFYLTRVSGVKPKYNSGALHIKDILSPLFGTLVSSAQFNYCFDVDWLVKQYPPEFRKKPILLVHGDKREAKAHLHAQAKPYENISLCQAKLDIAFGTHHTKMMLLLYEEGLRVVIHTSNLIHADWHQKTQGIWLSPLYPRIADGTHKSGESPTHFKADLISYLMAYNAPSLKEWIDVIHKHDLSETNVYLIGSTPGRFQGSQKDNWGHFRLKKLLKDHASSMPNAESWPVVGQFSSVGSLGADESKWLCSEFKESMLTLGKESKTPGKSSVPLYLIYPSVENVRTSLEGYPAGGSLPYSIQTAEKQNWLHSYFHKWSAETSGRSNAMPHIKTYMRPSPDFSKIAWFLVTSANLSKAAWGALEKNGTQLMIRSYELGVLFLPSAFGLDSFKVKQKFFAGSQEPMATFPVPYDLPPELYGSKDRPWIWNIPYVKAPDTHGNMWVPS
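Compounds were preincubated with Tdp1 (1 nM final) for 15 min at room temperature before substrate (15 nM final) started a 5 min reaction; beads (10 ug/ml final) were then added for 10 min before AlphaScreen detection.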
* = called active by the depositor; ? = inconclusive; · = no result given; & = joins results of further samples; [ ] = dose if it differs, or a comment. Calls come from the whole dose curve; as a rule, active = well fitted curve in the direction sought with a large enough effect; inconclusive = small, poorly fitted or top-dose-only effect, or another doubt; inactive = no such curve, though single readings can be large; an effect the other way counts as inactive or inconclusive. % is set by controls: 0 for no effect and ±100 for the full control effect; potency is the fitted concentration of half-maximal effect.

Each structure is followed by: DT40 TDP1 CPT	DT40 TDP1 no CPT	TDP1 block
Cc1nnc(SCc2cc(=O)oc3ccc4ccccc4c23)n1Cc1ccccc1
  ?	?	0.6%
CCOCCCNCc1cn(-c2ccc(F)cc2F)nc1-c1ccccc1C
  14.6µM*	16.4µM*	2.7%
Cc1nc(SCc2c(F)cccc2Cl)c2c(=O)n(C)c(=O)n(C)c2n1
  7.6%	?	-3.9%
Cc1ccc(-c2cc(C(=O)N3CCCC(C(F)(F)F)C3)c3ccccc3n2)o1 (stereo not given)
  ?	?	·
CN1CCN(CC(=O)Nc2c(C(=O)C3CC3)oc3ccccc23)CC1
  ?	-9.6%	8.4%
CCN(CC)CCCNC(=O)c1oc2ccc(S(=O)(=O)N3CC(C)CC(C)C3)cc2c1C (stereo not given)
  ?	18.4µM*	7.4%
COc1ccc(C(=O)COC(=O)c2ccc(NC(=O)c3ccccc3)cc2)cc1
  -0.1%	-13.8%	4.8%
COC(=O)c1ccc(CSc2nc3scc(-c4cccs4)c3c(=O)[nH]2)o1
  -12.7%	-16.7%	2.1%
Clc1cccc(-c2ccc(CNCCSc3nnnn3-c3ccccc3)o2)c1
  ?	?	4.7%
O=C1CC(N2CCC(c3nc4ccccc4o3)CC2)C(=O)N1c1cc(Cl)cc(Cl)c1 (stereo not given)
  -22.5%	?	-0.5%
COc1ccc(S(=O)(=O)N(CC(=O)O)c2ccc(C)cc2)cc1
  2.6%	-14.9%	-2.9%
CC1CCN(C(=O)c2ccc3c(c2)N(Cc2ccccc2)C(=O)c2ccccc2S3(=O)=O)CC1
  ?	16.4µM*	5.8%
O=c1c2c(nc3c(-c4ccc(Cl)cc4)c[nH]n13)CCC2
  2.31µM*	4.61µM*	10.1%
O=C(COC(=O)c1ccc(-c2cnc3ccccc3n2)cc1)c1ccccc1
  -4.1%	?	0.6%
COc1ccc(NC(=O)C(=O)c2cn(CC(=O)N3CCCC3)c3ccccc23)cc1OC
  16.4µM*	13µM*	6.6%
Nc1cnnc(N/N=C\c2ccccc2)c1Cl
  -4.2%	-16.0%	·
Cc1ccc(C(=O)Nc2nnn(C)n2)cc1
  -18.8%	1.0%	4.2%
COc1ccc(CC(=O)N/N=C(/C)c2ccco2)cc1
  -0.2%	13.2%	-5.1%
CCOc1ccccc1NC(=O)C(c1ccccc1)N1Cc2ccccc2C1=O (stereo not given)
  ?	?	1.2%
COc1ccccc1NS(=O)(=O)c1ccc(C(N)=O)cc1
  10.8%	-21.7%	1.2%

Structures from the list above that have an aryl thioether with sulfur outside any ring, in the order listed:
Each structure is followed by: DT40 TDP1 CPT	DT40 TDP1 no CPT	TDP1 block
Cc1nnc(SCc2cc(=O)oc3ccc4ccccc4c23)n1Cc1ccccc1
  ?	?	0.6%
Cc1nc(SCc2c(F)cccc2Cl)c2c(=O)n(C)c(=O)n(C)c2n1
  7.6%	?	-3.9%
COC(=O)c1ccc(CSc2nc3scc(-c4cccs4)c3c(=O)[nH]2)o1
  -12.7%	-16.7%	2.1%
Clc1cccc(-c2ccc(CNCCSc3nnnn3-c3ccccc3)o2)c1
  ?	?	4.7%

An excerpt of the results above:
Each structure is followed by: DT40 TDP1 CPT	DT40 TDP1 no CPT	TDP1 block
CCOc1ccccc1NC(=O)C(c1ccccc1)N1Cc2ccccc2C1=O (stereo not given)
  ?	?	1.2%
COc1ccccc1NS(=O)(=O)c1ccc(C(N)=O)cc1
  10.8%	-21.7%	1.2%

(more compounds)
Each structure is followed by: DT40 TDP1 CPT	DT40 TDP1 no CPT	TDP1 block
O=C(/C(=C/O)N=Nc1cccc(C(F)(F)F)c1)c1ccccc1
  ?	?	-2.6%
Cc1ccc(S(=O)(=O)/N=C2\C=C(Nc3ccc(O)cc3)C(=O)c3ccccc32)cc1
  2.06µM*	2.91µM*	11.3%
COc1cccc(-c2nc3cc(SC)ccc3cc2CN(C(=O)c2sccc2C)C2CC2)c1
  1.9%	-2.3%	·
C=CCn1c(SCC#N)nnc1-c1ccc2ncccc2c1
  4.3%	2.5%	·
CCCCN1C(=O)C(CC(=O)NC2CCCCC2)CC(C(=O)N(CC)CC)=C1C (stereo not given)
  -15.1%	-8.1%	·
COc1ccccc1-n1c(SCC(=O)NC(C)(C)C)nc(O)c(Cc2ccccc2)c1=O
  -8.9%	-28.2%	4.1%
COc1ccc(-c2nc(C#N)c(N3CCc4ccccc4C3)o2)cc1OC
  29.1µM*	13µM*	3.8%
CCc1nc2ccc(C(=O)N(CC)CCN(C)C)cn2c1N(CC)CCOC
  5.4%	6.4%	·
COc1ccc(N2CCN(C(=O)CCc3cc(OC)c(OC)c(OC)c3)CC2)cc1
  -23.1%	?	·
Cc1cc(C)c(NC(=O)CSc2nc3c([nH]c4ccccc43)c(=O)n2C)c(C)c1
  ?	?	-4.4%
O=C(Cc1cccc(NC(=O)C2CCCN(C(=O)c3ccccc3)C2)c1)Nc1ccc(C(=O)N2CCOCC2)cc1 (stereo not given)
  1.1%	-2.9%	·
O=C(O)Cn1c(CC(=O)N2CCCC2)nc2ccccc21
  -5.8%	0.2%	2.6%
COc1ccc(CCNC(=O)C2CCCN(c3nn4c(=O)cc(C)nc4s3)C2)cc1OC (stereo not given)
  2.2%	-2.6%	2.4%
Cc1ccc(-c2cn3c4c(=O)n(C)c(=O)n(C)c4nc3n2-c2cccc(Cl)c2)cc1
  2.7%	9.0%	11.6%
OC(CNc1ccccc1)Cn1ccc2ccccc21 (stereo not given)
  ?	2.5%	5.4%
COCCNc1nc2c(c(=O)[nH]c(=O)n2C)n1CCCc1ccccc1
  -19.9%	2.0%	·
CCO[C@H]1OC(C(=O)N2CCOCC2)=C[C@@H](c2ccc(Br)cc2)[C@@H]1CCCO
  ?	-18.4%	2.6%
Cc1ccsc1/C=C(\C(=O)c1ccc(OC(C)C)cc1)c1nc2ccccc2o1
  16.4µM*	18.4µM*	-2.5%
Cc1cc(O)c(C(C)C)cc1C1(c2cc(C(C)C)c(O)cc2C)OC(=O)c2ccccc21
  14.6µM*	9.2µM*	4.8%
O=S1(=O)C[C@@H](N2CCN(CCO)CC2)[C@H](COCc2ccccc2)N1
  -4.4%	20.9%	·
O=C(/C=C/c1c(Cl)cccc1Cl)NCCc1ccccc1
  ?	?	-3.9%
O=c1c([N+](=O)[O-])c(O)c2cccc3c2n1CCC3
  -1.8%	-12.4%	·
CCC(=O)C1CCCN(C(=O)c2ccc(OC3CCN(C(=O)c4cccnc4)CC3)cc2)C1 (stereo not given)
  -0.2%	-27.0%	·
O=C1O[C@@H](c2ccc(O)cc2)Cc2cccc(O)c21
  5.8%	3.7%	0.2%
CN(C)S(=O)(=O)c1ccc(NC(=O)CN2CCN(C(c3ccccc3)c3ccccc3)CC2)cc1
  ?	20.6µM*	1.0%
COc1cc2nc(N3CCCCC3)nc(NC3CCN(C)CC3)c2cc1OC
  7.94µM*	7.94µM*	·
COC(=O)C1=C(COc2ccc(C=O)cc2OC)NC(=O)NC1c1cc(C)ccc1C (stereo not given)
  ?	14.6µM*	0.0%
COc1ccc(CNC(=O)CN(Cc2ccc(Cl)cc2)S(C)(=O)=O)cc1
  4.8%	-2.6%	1.9%
CCOC(=O)c1c(N)sc2c(OCC)c(Br)ccc12
  ?	?	3.6%[56.1 µM]
Cc1nnc(N/N=C/c2cccc(OCc3ccc(Cl)c(Cl)c3)c2)n1N
  ?	?	8.2%
CCOc1ccc(Nc2oc(-c3ccccc3Cl)nc2C#N)cc1
  -29.3%	?	4.7%
COc1c(Cl)cc(C(=O)NCc2ccco2)cc1Cl
  26.0%	-2.9%	·
Cc1nc(SCC(=O)Nc2ccc3c(c2)OCCO3)nc(C)c1C
  ?	?	5.0%
CCOc1ccc(CNCCSc2nnnn2C)cc1OC
  2.0%	3.3%	9.7%
CCOC(=O)c1cccc(NC(=O)c2ccccc2C)c1
  -2.1%	?	4.7%
CCCCN1C[C@H](O)[C@@H](O)[C@H](O)[C@H]1CO
  -11.7%&6.8%	15.8%&-21.4%	5.8%
COc1ccc(CC(=O)Nc2cc(S(=O)(=O)N3CCCCC3)ccc2C)cc1
  ?	20.6µM*	-2.2%
Cc1cc(C)cc(N2C(=O)N(c3ccccc3C)C3CS(=O)(=O)CC32)c1 (stereo not given)
  -3.0%	-10.3%	3.3%
COc1ccc(C(CNC(=O)c2ccc(-c3ccccc3)cc2)N(C)C)cc1OC (stereo not given)
  ?	?	10.3%
CC(=O)n1nc(-c2ccc(C)cc2)nc1NCc1ccc(F)cc1
  0.0%	-21.6%	-8.2%

Later entries.
compound | DT40 TDP1 CPT | DT40 TDP1 no CPT | TDP1 block
CCN(CC)CCNC(=O)c1cc2ccccc2nc1Cl | -14.8% | -15.6% | -7.5%
CC(C)NC(=O)c1cn([C@H]2CC[C@@H](NC(=O)/C=C/c3cccs3)CC2)nn1 | ? | -17.2% | ·
CC1(C)Cc2ccccc2C(/C(C#N)=N/O)=N1 | 14.6µM* | 23.1µM* | 2.5%
CN(C)S(=O)(=O)N1CCC(Oc2cccc(C(=O)N3CCCCCC3)c2)CC1 | ? | ? | 5.7%
Cc1cc(C)nc(NS(=O)(=O)c2ccc(N/C=C\C(=O)c3ccc(Cl)cc3)cc2)n1 | ? | ? | 0.0%
CCN(c1cccc(C)c1)c1nc2ccsc2c(=O)s1 | -15.8% | -28.0% | ·
CCOc1ccc(NC(=S)c2ccc3ccccc3n2)cc1 | ? | ? | 4.5%
CC(OC(=O)CNC(=O)C12CC3CC(CC(C3)C1)C2)C(=O)Nc1ncc(Cl)cc1Cl (stereo not given) | ? | -9.4% | 0.0%
Cc1ccc(-n2c(O)c(C=NC3CCS(=O)(=O)C3)c3ccccc3c2=O)c(C)c1 (stereo not given) | 20.6µM* | ? | 2.6%
COc1ccc(Nc2nc(-c3ccccc3)cs2)cc1 | -13.3% | -9.6% | 5.6%
COc1ccc(C(=O)OCC(=O)Nc2cccc(C(C)=O)c2)cc1OC | -1.1% | -22.0% | ·
CCC(c1nnnn1-c1ccc2c(c1)OCCO2)N1CCN(c2ncccc2C(F)(F)F)CC1 (stereo not given) | ? | 18.4µM* | ·
COc1ccc(C(=O)O)cc1NC(=S)NC(=O)/C=C/c1ccc(C(C)C)cc1 | 23.0% | -12.9% | ·
CCCCC(=O)Nc1ccc(NC(=O)C(C)C)cn1 | -3.0% | -8.1% | 0.0%
CCOc1ccc(NC(=O)CN(c2ccc(OC)cc2)S(=O)(=O)c2cccs2)cc1 | 3.6% | -0.9% | 0.3%[56.1 µM]
O=C(CN1C(=O)S/C(=C/c2ccncc2)C1=O)N1CCOCC1 | ? | ? | 2.6%
COCc1c(C(=O)NC2CCCCC2)cnn1-c1nccc(-c2cc(C)sc2C)n1 | ? | ? | ·
CC(=O)[C@H]1CC[C@H]2[C@@H]3CCC4=CC(=O)CC[C@]4(C)[C@H]3[C@H](O)C[C@]12C | ? | 16.4µM* | 5.8%
Cc1ccc(Cn2c(C(CO)Nc3nc(-c4ccc(F)cc4)cs3)nc3ccccc32)cc1 (stereo not given) | ? | 16.4µM* | ·
O=C(c1cccc([N+](=O)[O-])c1)N1c2ncnn2C2(CCCCC2)[C@@H]2CCCC[C@@H]21 | ? | 8.2µM* | 3.6%
COc1ccc(CC(=O)OCC(=O)Nc2ncc(Cl)cc2Cl)cc1 | -4.6% | -1.7% | -1.0%
CN(C)c1ccc(C(=O)NCC2CCCO2)cc1 (stereo not given) | -6.4% | 7.9% | 0.0%
Cn1cc(S(=O)(=O)c2ccccc2)c(=O)c2cc(F)c(N3CCOCC3)cc21 | ? | ? | 3.7%&4.7%
COC(=O)c1cnn(-c2ccc(C(=O)Nc3ccc(C(C)=O)cc3)cc2)c1N | -2.9% | -11.6% | 35.5µM*
Cc1ccc(NCC(=O)Nc2c(C)n(C)n(-c3ccccc3)c2=O)cc1S(=O)(=O)N(C)C | 0.6% | -5.5% | ·
Cc1ccc(CN(C)CC(=O)Nc2ccccc2C(=O)NC2CC2)o1 | -11.5% | 27.0% | 0.7%[56.1 µM]
CCCCCCNC(=O)OC12CN(C(=O)OC(C)C)N(C(=O)OC(C)C)CC1(O)CN(S(=O)(=O)c1ccc(C)cc1)C2 (stereo not given) | ? | 20.6µM* | ·
Cc1cc(C)n2nc(C(=O)N/N=C/c3c4ccccc4cc4ccccc34)nc2n1 | 23.1µM* | 20.6µM* | ·
COc1ccc(O)c(C(=O)c2cc(C(=O)NCCc3ccccc3)c(=O)n(CCc3ccccc3)c2)c1 | 18.4µM* | 14.6µM* | 2.7%
COc1cc(OC)cc(C(=O)N2CCN(C(=O)Cc3ccccc3)CC2)c1 | 8.6% | 9.5% | 2.4%
O=c1[nH][nH]cc1C=Nc1ccc(Oc2ccccc2)cc1 | 15.9% | -2.9% | 4.8%
CCCc1ccc(OCC(O)CN2CCN(CCO)CC2)cc1 (stereo not given) | 6.9% | 10.0% | 6.6%

Assay outcomes as filed in PubChem.
